UTI89 phage lysis: protection from phage-mediated lysis, alamar blue read-out – E. coli UTI89, K1F phage, bacterial capsule biogenesis inhibitors (AID 488966); E. coli UTI89 K1F phage lysis, alamar blue, 2 h; higher % means a stronger effect; inhibition, % at 100 µM, or IC50 in µM where a hit was titrated; actives 0.02% (n = 340,000);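 active means phage lysis inhibition, versus mean bacterial control, above a set limit; inconclusive means no clear call, values can overlap the other calls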;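 further: capsule biogenesis inhibitors block K1F phage lysis so surviving cells raise fluorescence; higher fluorescence means more inhibition of phage lysis; actives were called in the ten point dose series up to 300 µM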
West Nile antiviral: West Nile virus antiviral activity, cell-based, CPE readout (AID 1621) | West Nile virus-infected cells, CPE inhibition; higher % means a stronger effect | CPE inhibition, % at 10 µM; hits with a dose series show IC50 in µM | actives 0.02% (n = 290,000); in the data active means a potency from the dose series; inconclusive means CPE inhibition mostly from about 3.7% at the one dose, without a potency; inactive means the rest, 99 in 100 with CPE inhibition below about 2.2%; further: strong numbers were not always called active
XIAP displacement: XIAP antagonists, biochemical, IAP family, fluorescence polarization (AID 1018) | actives 0.007% (n = 200,000) | one-dose displacement, % at 20 µM; IC50 in µM for titrated hits | XIAP BIR domain, fluorescence polarization peptide displacement; higher % means a stronger effect; in the data active means displacement above about 50%; further: a part of the inactive calls stands beside numbers as strong as those of hits
Dengue-2 NS5 capping: flavivirus cap methylation enzyme inhibition – biochemical, confirmation dose response, primary screen (AID 588689). Dengue-2 NS5 methyltransferase capping enzyme assay, biochemical; higher % means a stronger effect. one-dose inhibition, % at 25 µM; IC50 in µM for titrated hits. actives 0.3% (n = 340,000); in the data active means a potency from the dose series; inconclusive means inhibition above about 29% without an active follow-up result
SV40 large T antigen: SV40 large T antigen inhibitors, biochemical (AID 1903). actives 0.39% (n = 310,000). inhibition, % at 20 µM; hits with a dose series show IC50 in µM. SV40 large T antigen ATPase/helicase inhibition assay; higher % means a stronger effect; in the data active means a potency from the dose series; inconclusive means inhibition mostly from about 32% at the one dose, without a potency; inactive means the rest, 99 in 100 with inhibition below about 32%; further: strong numbers were not always called active
Yfh1-off respiration: mitochondrial function rescue without frataxin homolog – Friedreich's ataxia, plus single-dose screen, dose response (AID 1465) | actives 0.074% (n = 220,000) | fold induction at 50 µM, or EC50 in µM where a hit was titrated | S. cerevisiae Yfh1-off respiration, WST-1 reduction, 72 h; higher fold induction means a stronger effect;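 active means fold induction of absorbance versus untreated yeast above a set limit, then at least 30% activation at any dose in follow-up; inconclusive means repeats straddling the limit, or above it without dose testing; inactive means fold induction below the set limit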;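 further: activators that raise dye reduction in frataxin-depleted yeast; strong numbers were not always called active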
ER stress rescue: rescue of cells from ER stress-induced death, primary screen, 384-well, CSM14.1, thapsigargin, ATP luminescence (AID 1222); CSM14.1 thapsigargin-induced death rescue, ATP luminescence; higher % means a stronger effect; cellular ATP content (survival), % at 20 µM; hits with a dose series show EC50 in µM; 190,000 tested, under 10 active;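 active means EC50 below 50 µM in the dose-response confirmation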;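 further: death triggered by thapsigargin at about 15 µM added after 2 h compound pretreatment; cell ATP read after overnight thapsigargin exposure of roughly 18 to 22 hours; normalized against plate controls of thapsigargin alone and 5% DMSO vehicle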
RSV CPE inhibition: RSV antiviral activity via CPE protection, HEp-2 cells, primary 10 µM value included (AID 2391). actives 0.13% (n = 310,000). one-dose CPE inhibition, % at 10 µM; IC50 in µM for titrated hits. HEp-2 cells, RSV-induced CPE inhibition; higher % means a stronger effect; in the data active means a potency from the dose series; inconclusive means CPE inhibition mostly from about 23% at the one dose, without a potency; inactive means the rest, 99 in 100 with CPE inhibition below about 21%; further: strong numbers were not always called active
WT yeast gro inh: growth inhibition of WT yeast, mitochondrial fusion screen | mitochondrial fusion phenotypic screen, WT strain | inhibition, % at 10 µM | actives 2.1% (n = 190,000) | AID 1362; in the data active means inhibition above about 58%; tested in S. cerevisiae
WT yeast gro inh mutant strain: second read-out of WT yeast gro inh, no call of its own (marks repeat the call); inhibition, %; mitochondrial fusion phenotypic screen, mutant strain inhibition
Dengue-2 NS5 capping pilot replicate: further read-out of Dengue-2 NS5 capping, marked with its call; inhibition, %; measured here: pilot screen replicate inhibition
The depositor's hits bear a star; i = inactive; ? = inconclusive; . = not tested or not shown; [ ] = dose if it differs, or a comment. An unsorted share of the library; about 2.2% have a hit in one of these screens.

SMILES	UTI89 phage lysis	West Nile antiviral	XIAP displacement	Dengue-2 NS5 capping	SV40 large T antigen	Yfh1-off respiration	ER stress rescue	RSV CPE inhibition	WT yeast gro inh	WT yeast gro inh mutant strain	others
O=C(CN1C(=O)CCC1=O)Nc1nc(-c2cccs2)cs1	0.0%	0.5%	-2.0%	10%	-4%	i	1.0%	5.2%	-4	-2
COC(=O)c1ccsc1NC(=O)CN1CCN(c2ccc(F)cc2)CC1	-0.1%	-0.2%	1.0%	1%	-1%	i	2.3%	59%	45	22
O=C(CCc1nnc(CCCc2ccccc2)o1)N1CCCCCC1	0.3%	-0.1%	-6.2%	-5%	2%	i	1.2%	0.5%	1	10
COC(=O)CSC1=C(C#N)C(c2ccccc2F)CC(=O)N1 (stereo not drawn)	-0.7%	0.0%	.	-8%	.	i	.	2.5%	15	-1
c1ccc2c(Cn3nnc4ccccc43)cccc2c1	0.4%	0.0%	-2.4%	0%	1%	i	-2.3%	16%	-1	15
CCOC(=O)NC(Nc1cc(C)on1)(C(F)(F)F)C(F)(F)F	0.5%	-0.1%	-7.9%	-8%	7%	i	0.1%	3.5%	-12	5
CN1CCOCCOc2ccccc2OCCOCC1	-0.1%	.	.	5%	17%	.	.	1.4%	.	.
CC(Sc1nncs1)C(=O)Nc1ccc(Cl)cn1 (stereo not drawn)	2.3%	-0.3%	0.2%	-4%	11%	i	1.3%	2.3%	-12	-1
COC(=O)N1[C@H](C)C=C[C@]1(Cc1ccccc1)C(=O)O	0.0%	-0.1%	-2.5%	-7%	5%	i	-2.4%	0.6%	17	4
O=C(NCc1ccco1)C(c1ccco1)N(CCc1ccccc1)C(=O)Cn1nnc2ccccc21 (stereo not drawn)	0.2%	1.3%	-3.1%	1%	16%	i	0.0%	2.3%	9	-15
CSc1cccc(NC(=O)CCc2ccccc2)c1	-1.0%	-0.7%	-5.7%	1%	20%	i	-1.4%	3.2%	22	36
CC(C)c1csc(CN2CCN(Cc3ccc(F)c(F)c3)C(CCO)C2)n1 (stereo not drawn)	-0.1%	-1.0%	-3.9%	1%	-1%	i	-1.4%	2.9%	4	12
CCOC(=O)Cc1csc(NC(=O)Cc2ccc([N+](=O)[O-])cc2)n1	6.1%	-0.1%	-2.7%	-4%	4%	i	-2.2%	2.1%	10	16
CC1CN(C(=O)CCC(=O)NCc2ccc(F)cc2)c2ccccc2S1 (stereo not drawn)	3.3%	0.1%	.	-2%	4%	.	.	2.2%	.	.
CCCCc1ccc(NC(=O)CSc2nc(=O)n(CCN(CC)CC)c3c2CCCC3)cc1	-1.0%[50 µM]	.	.	-3%	6%	.	.	13%	.	.
O=C(OCc1cc(=O)n2c(n1)sc1ccccc12)c1cccc(O)c1	7.9%	0.0%	-23%	-2%	7%	i	-5.1%	4.0%	-13	-33
COc1ccc(N2CSC3=C(C#N)C(c4cccc(OC)c4OC)CC(=O)N3C2)cc1 (stereo not drawn)	0.5%	0.2%	-3.5%	1%	12µM*	i	-0.4%	3.3%	19	8
COc1ccc(CNS(=O)(=O)c2cc3c4c(c2)C(C)C(=O)N4CCC3)cc1 (stereo not drawn)	0.4%	-0.5%	.	-2%	17%	.	.	9.2%	.	.
O=C(NCc1csc2ccc(Cl)cc12)Nc1ccccc1	0.8%	0.0%	.	-3%	11%	i	.	.	.	.
Cc1ccc(-c2csc(NCCc3nc4cc(Cl)c(Cl)cc4n3CCCO)n2)cc1	5.1%	-0.6%	.	-11%	11%	i	.	40%	.	.
O=C(O)c1ccc(NS(=O)(=O)c2ccc3c(c2)C(=O)c2cc(S(=O)(=O)Nc4ccc(C(=O)O)cc4)ccc2-3)cc1	0.0%	0.2%	-17%	96µM*	31%	i	-2.1%	1.4%	3	7
CCOCCCNC(=O)c1ccc(NC(=O)C2CCCO2)cc1 (stereo not drawn)	-0.1%	0.4%	.	0%	14%	.	.	-0.6%	.	.
Cc1ccc(CSc2nnc3c(n2)OC2(Nc4ccccc4-3)C(=O)Nc3ccc(F)cc32)cc1 (stereo not drawn)	0.8%	0.1%	-3.6%	25µM*	13%	i	-1.5%	1.8%	70*	45*
CCc1ccc(NC(=O)C(C)OC(=O)CCC(=O)c2cccs2)cc1 (stereo not drawn)	0.0%	-1.2%	-3.4%	3%	3%	i	-1.7%	0.6%	7	3
O=C(COC(=O)C1COc2ccccc2O1)Nc1ccc2c(c1)CCC2 (stereo not drawn)	0.5%	0.2%	-17%	0%	-3%	i	1.9%	-1.4%	8	7
O=C1Nc2cc(C(=O)N3CCN(c4ccccn4)CC3)ccc2S/C1=C\c1ccccc1	-0.1%	0.5%	.	22%	21%	.	.	?	.	.
O=C(CSCc1ccc([N+](=O)[O-])cc1)NC1CCCCCC1	0.4%	-1.0%	-9.1%	4%	8%	i	1.0%	-1.1%	10	-3
CCN(CC(=O)Nc1c(F)cccc1F)C(=O)CCC(=O)c1ccc(C)cc1	0.6%[50 µM]	.	.	-9%	15%	.	.	0.8%	.	.
O=C(CC1Sc2ccccc2NC1=O)NNC(=O)Nc1ccc(Cl)cc1 (stereo not drawn)	0.2%	0.1%	.	-4%	15%	i	.	1.0%	.	.
CCN1C(=NCCOC)N[C@@H](c2cccs2)C(C(=O)OC)=C1C	0.4%	-0.9%	.	6%	12%	.	.	1.0%	.	.
COc1ccc(-c2cnnn2-c2ccc([N+](=O)[O-])cc2)cc1	0.1%	-0.5%	.	-5%	5%	.	.	0.8%	.	.
CCc1cccc(CC)c1NC(=O)C1CCN(C(=O)c2ccco2)CC1	0.1%	-0.4%	.	-5%	8%	.	.	1.3%	.	.
COc1cccc(-n2cnc(=O)c3cccnc32)c1	-0.1%	0.0%	1.1%	-3%	2%	i	0.1%	0.0%	-20	-5
CCOC(=O)C1CCN(C(=O)CCc2c(C)nc3cc(-c4ccccc4)nn3c2C)CC1	-0.3%	0.0%	-0.5%	0%	4%	i	2.2%	4.2%	-1	-1
Cc1ccc(N2CCCC2=O)cc1S(=O)(=O)N1CCOCC1	0.8%[50 µM]	0.1%	.	-5%	16%	.	.	1.2%	.	.
NC(=O)c1ccccc1NC(=O)CCCCCn1nnc2ccccc2c1=O	1.7%	-0.6%	.	-14%	13%	.	.	0.2%	.	.
COc1ccc(/C=C/C(=O)O)cc1S(=O)(=O)N1CCc2ccccc21	0.1%[50 µM]	0.3%	.	-9%	2%	.	.	0.9%	.	.
O=c1nc2s/c(=C\c3ccc(-c4ccccc4[N+](=O)[O-])o3)c(=O)n2nc1-c1ccccc1	3.0%	0.0%	-18%	16%	?	i	-3.4%	.	-2	18
CN1N=C2c3ccccc3CCC2C1c1ccc(F)cc1 (stereo not drawn)	.	0.1%	.	.	17%	i	.	0.9%	.	.
CC1CCCCN1C(=O)c1ccc(NC(=O)c2ccccc2Cl)cc1 (stereo not drawn)	0.1%	-0.8%	-2.3%	-2%	0%	i	-0.8%	4.6%	2	-4

2 records drawn at random from the list so far:
SMILES	UTI89 phage lysis	West Nile antiviral	XIAP displacement	Dengue-2 NS5 capping	SV40 large T antigen	Yfh1-off respiration	ER stress rescue	RSV CPE inhibition	WT yeast gro inh	WT yeast gro inh mutant strain	others
CCOC(=O)NC(Nc1cc(C)on1)(C(F)(F)F)C(F)(F)F	0.5%	-0.1%	-7.9%	-8%	7%	i	0.1%	3.5%	-12	5
O=C(CSCc1ccc([N+](=O)[O-])cc1)NC1CCCCCC1	0.4%	-1.0%	-9.1%	4%	8%	i	1.0%	-1.1%	10	-3

(listing goes on)
SMILES	UTI89 phage lysis	West Nile antiviral	XIAP displacement	Dengue-2 NS5 capping	SV40 large T antigen	Yfh1-off respiration	ER stress rescue	RSV CPE inhibition	WT yeast gro inh	WT yeast gro inh mutant strain	others
COC(C[C@H]1O[C@@H]1[C@@H](O)COCc1ccccc1)OC	0.2%	-0.3%	.	-2%	.	i	.	.	.	.
COc1ccc(C(=O)n2cnc(N)n2)cc1	1.2%	0.0%	-1.7%	-5%	7%	i	-0.4%	1.5%	32	28
NNC(=O)CN1C(=O)Nc2ccc(Br)cc2C1c1ccccc1 (stereo not drawn)	0.0%	-0.2%	-2.9%	-1%	6%	i	-2.1%	-2.7%	6	12
O=C(CN1CCCC1)NC12CC3CC(CC(C3)C1)C2	2.5%[50 µM]	-0.7%	-5.6%	-6%	7%	i	-0.1%	0.5%	-9	5
CCCCCCN=C(C)c1ccccc1O	0.3%	-0.2%	.	-2%	46%	i	.	1.2%	.	.
Cc1nc2c(sc3nc4c(cc32)COC(C)(C)C4)c(=O)o1	-1.1%	1.4%	-2.8%	-2%	7%	i	-1.3%	0.3%	2	13
COc1ccc(NC(=O)CN2C(=O)C(C)Oc3ccc(C)cc32)cc1 (stereo not drawn)	1.7%	-1.2%	.	6%	-1%	.	.	0.0%	.	.
O=C(CN1CCOCC1)NCCc1ccccc1	0.1%	-0.9%	.	4%	8%	.	.	0.1%	.	.	Dengue-2 NS5 capping pilot replicate=-3.6
O=C(Nc1ccccc1)c1ccc(=O)n(Cc2ccc(F)c(F)c2)c1	1.4%	0.3%	-6.4%	7%	?	i	0.4%	-1.4%	10	-5
Cc1ccc(N2C(=O)c3n[nH]c(C)c3C2c2ccccn2)cc1 (stereo not drawn)	-0.3%	.	-5.0%	-5%	16%	.	5.9%	-0.4%	-1	5
Cn1c(N)c(C(=O)CNC2CCCCC2)c(=O)n(C)c1=O	0.9%	0.4%	.	-6%	8%	i	.	1.7%	.	.
CCOC(=O)C1=C(C)NC2=C(C(=O)CC(C)(C)C2)C1c1ccc(N(C)C)cc1 (stereo not drawn)	1.6%	0.3%	-0.3%	-3%	8%	i	.	-1.3%	-4	10
Cn1c(CNC2CCCCC2)nc2ccccc21	0.1%	-0.5%	-0.8%	-3%	0%	i	-0.8%	-1.0%	-6	7
O=C1CC(Sc2nnnn2C2CCCCC2)C(=O)N1c1ccccc1 (stereo not drawn)	-2.6%[50 µM]	0.1%	-3.6%	-18%	17%	i	-0.3%	0.6%	25	12
CCOC(=O)N1CCN(c2cc(=O)n(-c3ccccc3Cl)c(=O)[nH]2)CC1	0.9%	0.5%	-1.7%	3%	3%	i	-1.3%	-0.1%	7	3
CCN(Cc1ccccc1)C(=O)CCS(=O)(=O)c1cc2c(cc1Cl)NC(=O)CO2	6.9%	-0.5%	.	-3%	7%	.	.	0.5%	.	.
Cc1cc(OC(C)C)nc(-c2ccccc2O)n1	0.2%	0.3%	-3.5%	2%	8%	i	-1.7%	2.4%	-2	2
Cc1cccc(NC(=S)NCC(c2cccnc2)N(C)C)c1C (stereo not drawn)	3.1%	-0.2%	-5.4%	1%	8%	i	-2.4%	0.6%	-2	-8
Cc1ccc(NC(=O)CCN2C(=O)c3ccccc3C2=O)c(C)c1	-0.1%	-0.3%	.	-1%	2%	.	.	0.8%	.	.
